Platelet DG rel = platelet dense granule release activity | human platelet-rich plasma, SFLLRN dense granule ATP release, luminescence | inhibition, %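 (compounds screened at 7.5 µM in platelet-rich plasma)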 | actives 0.22% (n = 300,000) | AID 1663;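 active means mean replicate score, as percent of positive control, at or above 50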
HSF1 inh = HSF1 inhibition. activity change, negative = inhibition, % at 7.5 µM (by protocol). actives 0.77% (n = 300,000). NIH3T3-HGL HSE-luciferase, MG132-induced, luminescence 8 h; hits give low values;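 active means more than half of replicate wells show activity change below -50%, luminescence cut by over half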;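 further: luciferase reports HSF-1 transcriptional activity via heat shock element; 0% = median of DMSO wells and -100% = zero luminescence signal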
aSyn UTR inh = 5' untranslated region of α-synuclein, MLPCN primary screen; alpha-synuclein 5'UTR reporter, inhibitor activity; actives 0.82% (n = 300,000); inhibition, % (tested at 7.5 µM); AID 1813; in the data active means inhibition above about 60%;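 further: H4 neuroglioblastoma cells stably carrying SNCA 5'UTR luciferase fusion; 0% = DMSO wells and 100% = positive control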
KLF5 inhibitor = kruppel-like factor 5 inhibition; AID 1700; DLD-1 KLF5 promoter-luciferase reporter, luminescence; inhibition, % at 5 µM; actives 0.23% (n = 290,000);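 active means inhibition above a per-plate limit of that plate's mean compound inhibition plus 3 SD, cut at about 60% in these data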;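 further: 0% = DMSO wells and 100% = LY294002 at 200 µM; higher means less KLF5 promoter-driven luciferase light; inactives centre near -14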
GSK3beta inhib = inhibitors of human GSK3beta kinase | P49841 | GST-GSK3beta kinase, ADP-Glo luminescence, 60 min; hits give low values | activity score (negative = inhibition), % at 10 µM | actives 0.038% (n = 300,000) | AID 2097;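 active means more than half of replicate wells score below -50%, meaning over 50% inhibition versus plate controls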;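 further: 0% = median DMSO wells and -100% = median GW8510 positive control wells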
Target sequence (P49841 whole entry, looked up): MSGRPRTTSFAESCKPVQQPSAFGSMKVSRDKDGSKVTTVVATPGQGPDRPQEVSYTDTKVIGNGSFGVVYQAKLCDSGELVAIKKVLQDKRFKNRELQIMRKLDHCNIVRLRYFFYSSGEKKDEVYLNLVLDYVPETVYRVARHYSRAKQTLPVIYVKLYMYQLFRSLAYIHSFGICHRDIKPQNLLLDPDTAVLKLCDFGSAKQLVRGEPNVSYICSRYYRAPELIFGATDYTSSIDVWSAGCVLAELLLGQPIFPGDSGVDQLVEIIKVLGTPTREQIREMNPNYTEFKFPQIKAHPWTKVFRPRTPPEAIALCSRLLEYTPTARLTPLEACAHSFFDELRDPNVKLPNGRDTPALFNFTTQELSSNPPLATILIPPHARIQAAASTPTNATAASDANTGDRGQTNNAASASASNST
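Test system: GST-tagged human GSK3beta kinase, cell-free; evaluation: activity score scaled between in-plate DMSO and GW8510 controls; measured by: ADP-Glo luminescence; incubation: 60 min reaction, RT; benchmarks: DMSO and 20 µM GW8510; reagent: peptide substrate plus 25 µM ATP (final); medium: Tris/MgCl2 kinase buffer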
Dyrk1A ADPGlo = inhibitors of rat Dyrk1A kinase. ADP-Glo luminescence, NFATc1 peptide. inhibition, % at 12.5 µM. actives 0.43% (n = 310,000); in the data active means inhibition above about 50%;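 further: plate controls were vehicle with enzyme for no effect and no enzyme for full effect; many of its hits are not listed in these tables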
HSF1 activator = increases HSF-1 driven luciferase reporter signal; NIH3T3-HGL HSF-1 luciferase reporter, MG132, 8 h; 100% = twice DMSO control signal; activation, % at 9 µM; actives 1.7% (n = 300,000);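 active means mean replicate activation of at least 50% with a set share of replicates each reaching 50%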;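 further: 0% = median of the neutral control wells and 100% = twice that signal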
GSK3 alpha inh = inhibitors of human GSK-3 alpha kinase. ADP-Glo luminescence, 60 min. inhibition, % at 10 µM. actives 0.1% (n = 320,000). AID 2650;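 in the data active means inhibition above about 50%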;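 further: GST-tagged GSK-3 alpha with peptide substrate and 25 µM ATP; 0% = DMSO neutral wells and 100% = GW8510 positive control wells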
Target sequence (P49840 whole entry, looked up): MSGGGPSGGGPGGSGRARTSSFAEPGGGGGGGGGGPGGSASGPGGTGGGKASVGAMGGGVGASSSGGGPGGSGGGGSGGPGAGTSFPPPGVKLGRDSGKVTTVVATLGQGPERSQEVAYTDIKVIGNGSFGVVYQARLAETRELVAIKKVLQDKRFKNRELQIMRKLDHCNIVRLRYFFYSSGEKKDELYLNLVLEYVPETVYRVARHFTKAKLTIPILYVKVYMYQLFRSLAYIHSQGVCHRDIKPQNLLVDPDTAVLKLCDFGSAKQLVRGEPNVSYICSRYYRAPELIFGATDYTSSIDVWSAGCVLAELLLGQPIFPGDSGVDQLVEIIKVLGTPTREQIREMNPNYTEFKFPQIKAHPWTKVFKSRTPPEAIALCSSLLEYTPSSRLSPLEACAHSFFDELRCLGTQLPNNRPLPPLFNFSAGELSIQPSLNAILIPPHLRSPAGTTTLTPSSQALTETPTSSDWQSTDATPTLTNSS
HSP90 refold inh = HSP90 refolding inhibition in rabbit reticulocyte lysate; AID 1789; luciferase refolding luminescence, 3 h; inhibition, % at 5.6 µM; actives 0.91% (n = 290,000);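 active means inhibition above the screen-wide mean plus 3 SD, computed separately per campaign, cut at about 16% in these data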;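 further: 0% = DMSO wells and 100% = 60 µM geldanamycin wells; inhibitors lower the luminescence because luciferase stays unfolded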
IEC-6 cytotox = IEC-6 cytotoxicity, counter-screen for KLF5 inhibitors. inhibition, % at 5 µM. luminescence viability. actives 0.78% (n = 290,000); in the data active means inhibition above about 22%;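 further: 0% = plate median of test compound wells and 100% = cytotoxic reference compound wells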
* marks the source's active call; other numbers are inactive results; . = not tested or not shown. These rows are one share of the data, so the mix of outcomes need not match the whole.

Values run as follows: Platelet DG rel, HSF1 inh, aSyn UTR inh, KLF5 inhibitor, GSK3beta inhib, Dyrk1A ADPGlo, HSF1 activator, GSK3 alpha inh, HSP90 refold inh, IEC-6 cytotox
O=C(Nc1ccc(Cl)c(Cl)c1)Nn1cnnc1
 : -2, -5, 13, -19, -2, 24, -10, 0, -2, 7
COc1cc(CN2CCN(Cc3ccc(C)cc3)C(CCO)C2)ccc1O (stereo not drawn)
 : 3, 3, -11, -35, -2, 0, -14, 0, 10, 1
S=C(NCC1COc2ccccc2O1)Nc1ccccc1 (stereo not drawn)
 : 1, 2, 17, -17, 0, -6, 6, -2, 1, 0
OC(COCc1ccccc1)CN1CCN(c2ccccc2F)CC1 (stereo not drawn)
 : 3, 6, 14, 22, 4, 9, 33, -3, 2, -1
O=C(Nc1ccccc1N1CCOCC1)C1CCN(S(=O)(=O)c2ccc(F)cc2)CC1
 : -7, -9, 3, -11, 1, -2, 9, -2, 2, 3
CC(CN1CCOCC1)OC(=O)C(c1ccccc1)c1ccccc1 (stereo not drawn)
 : -7, -63*, 6, -6, 2, -3, -73, -1, 0, -2
O=C(NCc1ccc2c(c1)CCO2)Nc1ccccc1
 : 2, 1, -56, -57, 1, 1, 34, -1, 0, 0
COc1ccccc1Cn1c(=S)[nH]c2cc(C(=O)NC(C)C)ccc2c1=O
 : -3, -16, -2, -23, 3, 4, 4, 0, 2, -7
COc1cc2c3c(c1)/C(=C1/SC(NC(C)=O)=NC1=O)C(=O)N3C(C)(C)C=C2C
 : 11, -3, 1, -2, 1, 1, 19, -1, -3, -3
O=C(CN(C(=O)c1csnn1)c1cccc(F)c1)NC1CCCC1
 : -36, 3, 1, -9, 0, -1, 11, 0, 0, -5
Clc1cccc(CN2CCC(Cc3ccccc3)CC2)c1
 : 9, -3, 19, 5, 4, -2, -5, -3, 3, -1
CCC1=C2CC[C@H]3C(=O)N(CC)C(=O)[C@H]3[C@H]2[C@@]2(Cc3ccccc3)C(=NCc3ccccc3)OC(=O)N2C1=O
 : -2, 2, 18, ., 3, -4, 18, 0, ., .
O=C(O)c1cc(C2CC2)nn1-c1ccccc1
 : -1, -3, 17, -28, 1, 1, -5, -3, -2, 0
Cc1ccc(C(=O)CSc2nnc(-c3snnc3C)n2C2CC2)cc1
 : -5, 0, -11, -10, 1, 5, 18, -3, 2, 4
CCOc1cccc2sc(=NC(=O)CCS(=O)(=O)c3ccc(F)cc3)n(C)c12
 : -23, -5, 18, ., 0, 6, 8, 0, ., .
CCCCC(CCC(=O)Nc1cc([N+](=O)[O-])ccc1O)C(=O)O (stereo not drawn)
 : 1, -9, 16, -8, 1, -2, 0, 1, 1, -8
CSc1ccccc1OCc1cc(C(=O)N2CCC(Oc3cccnc3)CC2)no1
 : -5, 12, -16, -63, 1, 16, 23, -1, 2, 1
CSc1ccccc1NC(=O)C1=COCCO1
 : 13, -6, 9, -5, -3, -3, -4, -3, -2, 3
CN1CCN(c2ccc(NC(=O)c3cc([N+](=O)[O-])ccc3N3CCOCC3)cc2)CC1
 : 3, -10, -23, -12, -1, ., -6, 1, 3, 0
CCn1c(SCC(=O)NC2CC2)nnc1-c1ccc(F)cc1
 : 3, 2, 0, -25, 1, -1, 1, 0, -5, -1
O=C(Oc1nsnc1N1CCOCC1)N1CCOCC1
 : 2, -1, -10, -3, -3, -1, -1, -5, 0, 0
O=C(CN(Cc1ccccc1)C(=O)c1csnn1)NCc1ccc2c(c1)OCO2
 : -11, 0, -1, -23, 2, 7, 4, 8, 1, -8
O=C(O)CC1S/C(=N\N=C2\C(=O)Nc3ccccc32)N(c2ccc(O)cc2)C1=O (stereo not drawn)
 : 13, 2, -24, -9, -1, -6, 17, -3, 0, -1
Cc1cc(C(=O)NCc2ccco2)no1
 : 6, 0, -14, 10, 3, -8, -12, -1, 3, 1
COc1ccc(N2CC(C(=O)Nc3nc4ccc(S(C)(=O)=O)cc4s3)CC2=O)cc1 (stereo not drawn)
 : -6, -6, 21, -33, -1, 45, -2, 7, 2, -7
O=c1[nH]cnc2cc(-c3ccc(Br)cc3)sc12
 : -5, 17, -57, -70, 0, 8, 44, -1, -4, 4
N#C/C(=C/c1ccc(-c2ccc(S(N)(=O)=O)cc2)o1)C(=O)Nc1ccccc1
 : -4, -7, 25, -26, 0, -1, -4, -2, -6, 2
NC(=O)NOCc1c(Cl)cccc1Cl
 : 11, -3, -4, 6, 2, -1, -1, 1, 0, -7
O=C(OC(C(=O)Nc1ccc(Cl)cc1C(F)(F)F)c1ccccc1)C1=COCCO1 (stereo not drawn)
 : -1, 4, 24, -11, 0, ., -8, ., -8, 6
COc1ccc2c(c1OC)C(=O)N(c1ccc(C)cc1)C2
 : -13, -1, -20, -123, 3, -2, -20, -5, 10, 13

Individual results from above:
O=C(Oc1nsnc1N1CCOCC1)N1CCOCC1 @ GSK3 alpha inh: -5
O=c1[nH]cnc2cc(-c3ccc(Br)cc3)sc12 @ IEC-6 cytotox: 4

Further structures.
Values run as follows: Platelet DG rel, HSF1 inh, aSyn UTR inh, KLF5 inhibitor, GSK3beta inhib, Dyrk1A ADPGlo, HSF1 activator, GSK3 alpha inh, HSP90 refold inh, IEC-6 cytotox
O=C(c1n[nH]c2c1CCCC2)n1ccnc1
 : -24, 2, 2, 10, 1, ., 9, 1, 0, 1
COc1ccc(NS(=O)(=O)c2cccc(C(=O)NCC3(N4CCCCC4)CCCCC3)c2)cc1
 : 7, -5, -13, ., 1, 2, -24, -2, ., .
Cc1ccc2c(=O)cc(C(=O)Nc3ccc(S(=O)(=O)Nc4onc(C)c4C)cc3)oc2c1
 : -1, 1, -5, -11, 2, 14, 2, ., 3, 3
CCc1noc(C)c1C(=O)N1CCN(c2cccc(C)c2C)CC1
 : 10, 0, 10, ., 0, 4, -1, -2, ., .
CCOC(=O)c1nnc(-c2ccccc2)nc1N1CCSCC1
 : 2, 5, 30, -10, 3, -5, 7, 3, 2, -2
CCCOC(=O)CSc1nnc(-c2ccccc2Cl)o1
 : -3, -6, -15, -34, -5, 12, 4, -1, 7, 2
CC1CCc2c(C(=O)Nc3ccc(N4CCOCC4)cc3)csc2C1 (stereo not drawn)
 : 16, -1, -9, 13, 1, -2, -21, -3, 0, 0
Cc1ccc(C(=O)Nc2ccccc2C(=O)NC(C(=O)O)C(C)C)cc1 (stereo not drawn)
 : -11, 4, -69, -44, -2, -5, 9, ., 0, -1
COc1ccc(NC(=O)Cc2c[nH]c3ccccc23)cc1S(=O)(=O)N1CCOCC1
 : -6, 2, 27, 11, 3, ., -2, -1, -3, -6
Cc1c(NS(=O)(=O)c2ccc(NCC3CCCO3)c([N+](=O)[O-])c2)c(=O)n(-c2ccccc2)n1C (stereo not drawn)
 : 3, 2, 5, -22, 1, 0, 1, -4, 0, -5
Cc1ccccc1/C=N/NC(=O)Cn1cnc([N+](=O)[O-])n1
 : -1, -5, 26, 4, -2, -4, 0, -2, 4, -5
c1ccc2nc(N3CCOCC3)c(N3CCOCC3)nc2c1
 : -3, -8, 6, -21, 4, -7, -3, -2, -2, 2
COCCC(=O)N1CCC(Oc2ccc(C(=O)NCCCC3CCCC3)cc2)CC1
 : -1, 1, -8, -1, 3, -1, 1, 0, 5, 2
COc1cccc(C(=O)Nc2ccc(S(=O)(=O)Nc3onc(C)c3C)cc2)c1
 : -4, -6, 13, -27, -4, -6, 6, 0, -4, -6
c1cnc(-c2nnc3n2CCCCC3)cn1
 : 0, -10, 10, -33, 0, 5, -3, 2, 1, 3
O=C(Nc1nc(-c2ccccn2)cs1)c1ccc2c(c1)OCCO2
 : 5, 22, -2, -99, 2, -1, 38, -1, 6, 28*
COc1ccc(C(C(=O)NCCC(C)C)N(CCO)C(=O)c2snc(C(N)=O)c2N)cc1 (stereo not drawn)
 : -3, -7, -20, 8, 1, -3, 6, 2, -1, 9
O=C(O)CSCC(=O)NCc1ccc(Cl)cc1Cl
 : -1, -21, 33, -11, 4, -2, -28, -5, 3, 2
COc1cccc(N2CC(=O)N(NC(=O)CSc3nc(C)cc(C)c3C#N)CC2=O)c1
 : 2, -14, -2, 13, 3, 12, -5, -1, 2, -1
CCOC(=O)N1CCN(C(=O)COc2cccc3c2CCN(CC)C3=O)CC1
 : -2, 3, 5, -13, 1, ., -6, ., -8, -5
Cc1ccccc1N1CC(C(=O)Nc2nnc(SCCN3CCOCC3)s2)CC1=O (stereo not drawn)
 : -4, -7, 6, -16, 0, 3, 2, -3, 1, 1
O=c1[nH]c(/C=C2\C=Nc3ccccc32)c(O)n1Cc1ccccc1F
 : 1, 20, 32, -12, 0, 1, 29, -1, 13, 41*
O=C(N/N=C/c1cccc(Br)c1)C1CC(=O)N(c2ccccc2)C1 (stereo not drawn)
 : ., 2, 30, -13, 2, 1, 5, -3, 2, -1
CCN(CC)S(=O)(=O)c1csc(C(=O)NCc2ccccc2)c1
 : -3, 3, 12, 0, -2, 5, 11, ., 5, 1
CCC(C(=O)NCc1ccco1)N(C(=O)CNS(=O)(=O)c1ccccc1)c1ccc(OC)cc1 (stereo not drawn)
 : 8, -1, -7, -22, 2, 2, -2, -1, -2, 1
CCOC(=O)N1CCN(C(=O)CN(c2ccc(C)c(C)c2)S(=O)(=O)c2ccccc2)CC1
 : 4, -3, 16, -11, 0, -3, 27, 1, 2, 3
NC(=O)c1nsc(C(=O)N(CCc2ccccc2)C(C(=O)NC2CCCC2)c2ccco2)c1N (stereo not drawn)
 : -4, 1, 23, -11, 0, 1, 4, 3, 0, -1

Of the compounds above, these contain an aryl thioether with sulfur outside any ring:
Values run as follows: Platelet DG rel, HSF1 inh, aSyn UTR inh, KLF5 inhibitor, GSK3beta inhib, Dyrk1A ADPGlo, HSF1 activator, GSK3 alpha inh, HSP90 refold inh, IEC-6 cytotox
Cc1ccc(C(=O)CSc2nnc(-c3snnc3C)n2C2CC2)cc1
 : -5, 0, -11, -10, 1, 5, 18, -3, 2, 4
CSc1ccccc1OCc1cc(C(=O)N2CCC(Oc3cccnc3)CC2)no1
 : -5, 12, -16, -63, 1, 16, 23, -1, 2, 1
CSc1ccccc1NC(=O)C1=COCCO1
 : 13, -6, 9, -5, -3, -3, -4, -3, -2, 3
CCn1c(SCC(=O)NC2CC2)nnc1-c1ccc(F)cc1
 : 3, 2, 0, -25, 1, -1, 1, 0, -5, -1
CCCOC(=O)CSc1nnc(-c2ccccc2Cl)o1
 : -3, -6, -15, -34, -5, 12, 4, -1, 7, 2
COc1cccc(N2CC(=O)N(NC(=O)CSc3nc(C)cc(C)c3C#N)CC2=O)c1
 : 2, -14, -2, 13, 3, 12, -5, -1, 2, -1
Cc1ccccc1N1CC(C(=O)Nc2nnc(SCCN3CCOCC3)s2)CC1=O (stereo not drawn)
 : -4, -7, 6, -16, 0, 3, 2, -3, 1, 1

From PubChem BioAssay
